Screening data: PubChem BioAssay, several laboratories
Rac1 GTP hydrolysis – MgcRacGAP GTPase-activating activity inhibitors, confirmation, biochemical, ADP Hunter fluorescence. MgcRacGAP-stimulated Rac1 GTP hydrolysis, ADP Hunter fluorescence; higher % means a stronger effect; GST-tagged Rac1 F28L mutant substrate. inhibition, % at 30 µM; hits with a dose series show IC50 in µM. hit rate 0.6% among 340,000. AID 624330;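 active = first-screen hits whose inhibition reached a set limit at any dose in the follow-up dose series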;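 also: fluorescence reports GDP produced by GAP-driven GTP hydrolysis; strong numbers were not always called active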
Myeloid diff 2 – promotes myeloid progenitor differentiation; ER-HoxA9 myeloid progenitors, lysozyme-GFP differentiation, flow cytometry; calls only at 10 µM; hit rate 1% among 360,000; AID 624256;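 active = normalized GFP-positive differentiation at or above the plate's own cutoff, the solvent-only control mean plus 3 SD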;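 also: cells exposed to compound for four days before flow analysis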
NTR1 ag – NTR1-driven beta-arrestin-GFP spot formation – imaging, U2OS cells, high content, primary screen (AID 493036). P30989. activation, % at 20 µM. hit rate 0.17% among 330,000. agonist mode;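 active = activation at or above 40% of the spot to cytoplasm intensity ratio, with at least 20 cells analyzed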;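 also: 0% = DMSO without peptide and 100% = 100 nM NTR1 peptide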
Target sequence (P30989 whole entry, looked up): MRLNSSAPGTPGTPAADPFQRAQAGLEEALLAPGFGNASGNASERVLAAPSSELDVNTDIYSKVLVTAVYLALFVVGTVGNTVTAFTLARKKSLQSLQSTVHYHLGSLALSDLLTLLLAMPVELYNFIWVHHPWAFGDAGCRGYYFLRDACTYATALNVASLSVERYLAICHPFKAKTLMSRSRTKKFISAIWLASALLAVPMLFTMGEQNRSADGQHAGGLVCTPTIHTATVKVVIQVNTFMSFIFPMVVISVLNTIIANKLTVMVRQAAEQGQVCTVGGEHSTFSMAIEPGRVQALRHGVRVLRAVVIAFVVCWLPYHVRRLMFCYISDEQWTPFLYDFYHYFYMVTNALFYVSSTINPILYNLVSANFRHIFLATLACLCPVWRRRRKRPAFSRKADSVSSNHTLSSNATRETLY
LYP inhibition – inhibitors of LYP phosphatase, biochemical, fluorescence intensity, uHTS (AID 1779) | recombinant LYP phosphatase, fluorescence intensity; higher % means a stronger effect | one-dose inhibition, % at 11.5 µM; IC50 in µM for titrated hits | hit rate 0.054% among 290,000; in the data active = inhibition above about 50%;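 also: plate controls were vehicle with enzyme for no effect and no enzyme for full effect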
HIV fusion peptide – inhibitors of HIV fusion peptide binding, primary screen, biochemical, uHTS, fluorescence dequenching (AID 1986); inhibition, % at 20 µM, or IC50 in µM where a hit was titrated; cell-free peptide binding, fluorescence dequenching, 30 min; higher % means a stronger effect; hit rate 0.3% among 290,000; in the data active = inhibition mostly above about 52%, no sharp cut-off; inactive = mostly below about 76%; also: some results filed as inactive read as strong as hits
GPR55 LPI antagonism – GPR55 antagonists blocking LPI-driven arrestin recruitment, primary screen, imaging, U2OS, beta-arrestin-GFP, LPI agonist (AID 2013). hit rate 0.13% among 290,000. U2OS GPR55 beta-arrestin-GFP translocation imaging, LPI antagonism; higher % means a stronger effect. one-dose inhibition, % at 10 µM; IC50 in µM for titrated hits;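 active = spots per cell inhibited over 60%, with over 100 cells counted and total cytoplasm intensity under 500,000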;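 also: U2OS cells stably carrying GPR55 and arrestin-GFP stimulated by 5 µM LPI near EC80; imaged beta-arrestin-GFP aggregate spots per cell after agonist stimulation; plate controls were LPI-stimulated DMSO wells for no effect and DMSO wells without LPI for full effect; some results filed as inactive read as strong as hits; confirmed hits need IC50 under 10 µM and bright autofluorescent wells are also inconclusive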
Salmonella PhoP GFP – inhibitors of PhoP regulon expression, primary screen, Salmonella Typhimurium, GFP reporter (AID 1863). S. Typhimurium PhoP-regulated promoter GFP reporter, 4 h; higher % means a stronger effect. inhibition, % at 50 µM, or IC50 in µM where a hit was titrated. hit rate 0.16% among 300,000;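 active = inhibition over 29.93%, a cutoff 3 SD above the screen mean, later confirmed by dose response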;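 also: 0% = low Mg2+ inducing control and 100% = high Mg2+ repressing control; strong numbers were not always called active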
GPR35 arrestin U2OS – GPR35 antagonists blocking zaprinast-driven arrestin recruitment, primary screen, imaging, U2OS, beta-arrestin-GFP, zaprinast agonist (AID 2058). U2OS GPR35 beta-arrestin-GFP translocation imaging, zaprinast antagonism; higher % means a stronger effect. inhibition, % at 10 µM, or IC50 in µM where a hit was titrated. hit rate 0.052% among 290,000;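 active = inhibition of at least 50% with at least 30 cells and total cytoplasm GFP at most 10,000,000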
Siah-1 displacement – Siah-1 peptide-binding antagonists, primary screen, biochemical, fluorescence polarization, rhodamine-plectin, uHTS (AID 1817); Siah-1 / rhodamine-plectin peptide fluorescence polarization; higher % means a stronger effect; displacement, % at 20 µM, or IC50 in µM where a hit was titrated; hit rate 0.02% among 290,000;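 active = displacement of at least 50% at 20 µM, with a fluorescence ratio check between 0.3 and a set limit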;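 also: plate controls were Siah plus tracer with DMSO for no effect and tracer alone without Siah for full effect; strong numbers were not always called active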
NTR1 ag cell count 20 µM – further read-out of NTR1 ag, marked with its call; cell count; measured here: cell count, cytotoxicity flag
Myeloid diff 2 GFP+ MAC1+ % – further read-out of Myeloid diff 2, marked with its call; GFP+ MAC1+ double positive, %; measured here: differentiation confirmed by MAC1 staining
* = called active by the depositor; i = inactive; . = not tested or not shown; + = active, no number.

SMILES | Rac1 GTP hydrolysis | Myeloid diff 2 | Myeloid diff 2 GFP+ MAC1+ % | NTR1 ag | NTR1 ag cell count 20 µM | LYP inhibition | HIV fusion peptide | GPR55 LPI antagonism | Salmonella PhoP GFP | GPR35 arrestin U2OS | Siah-1 displacement
O=C(N/C(=C/c1cccnc1)C(=O)N1CCOCC1)c1ccccc1Br | 5% | i | 0.2 | 0.0 | 91 | -3% | 1.8% | 11% | -12% | 10% | 6%
COCc1cc(C)nc(N2CCN(Cc3ccccc3)CC2)c1C#N | 2% | i | 0.7 | 0.2 | 39 | -7% | 0.4% | 34% | -2% | 17% | -5%
C/C(=C\c1ccc(C(=O)O)cc1)c1ccc2c(c1)C(C)(C)CCC2(C)C | 1% | i | 1.9 | 9.6 | 65 | . | . | . | -4% | . | .
CC(C)CN1CCN(Cc2cccc3cccnc23)CC1CCO (centres undefined) | 5% | i | 0.4 | -0.6 | 60 | -6% | 2.1% | 2% | . | -1% | 2%
O=C(CSc1ncnc2c1cnn2-c1ccccc1)Nc1ccccc1 | 5% | i | 1.6 | 2.2 | 57 | -6% | 0.8% | -4% | 9% | 1% | 3%
COc1cc2c(cc1OC)/C(=C/c1ccc(Cl)cc1)C(=O)OC2 | 8% | i | 0.5 | 0.6 | 56 | -2% | -3.0% | -7% | -1% | -5% | 1%
COc1cccc(NC(=S)NCc2cccs2)c1 | 1% | i | 0.8 | -1.2 | 55 | -10% | 0.9% | -10% | -7% | 7% | 8%
COc1cc2nc(Cl)nc(N3CCN(C)CC3)c2cc1OC | . | . | . | 1.9 | 47 | -6% | 2.3% | -2% | -6% | 22% | 2%
Cc1ccc(S(=O)(=O)C(C#N)c2nc3ccccc3nc2N2CC(C)OC(C)C2)cc1C (centres undefined) | 5% | i | 1.6 | 0.8 | 53 | -7% | -1.6% | -2% | -18% | 0% | 7%
COc1ccc(C(=O)NC(=S)Nc2ccc([N+](=O)[O-])cc2C)cc1OC | 1% | i | 7.6 | 6.1 | 64 | -7% | -2.4% | 14% | 1% | -18% | -1%
CN(CCCNC(=O)COc1cc(=O)n(C)c2ccccc12)Cc1ccccc1 | 4% | i | 1.0 | 0.3 | 77 | -4% | 0.0% | 20% | 0% | 10% | 10%
CCCCn1c(N)c(N(CC(C)C)C(=O)C2CCN(C(=O)c3ccc(F)cc3)CC2)c(=O)[nH]c1=O | 9% | i | 0.8 | 0.7 | 54 | -13% | -0.9% | -9% | 2% | 19% | 2%
CCOC(=O)c1c(NC(=O)CCCC(=O)O)sc2c1CCC2 | 3% | i | 0.2 | 2.5 | 39 | -1% | 1.4% | 10% | -4% | 8% | 3%
S=C(c1ccc(-c2ccc(Cl)cc2Cl)o1)N1CCCCC1 | 11% | i | 2.0 | 3.8 | 54 | 2% | -2.4% | -26% | 15% | 8% | 0%
O=C(COC(=O)c1cccc(NS(=O)(=O)/C=C/c2ccccc2)c1)Nc1ccccc1OC(F)F | -7% | i | 0.8 | 0.4 | 57 | 4% | 1.3% | 8% | 2% | -14% | 4%
Cc1ccc(/C=C/C(=O)Nc2ccccc2C(N)=O)cc1 | 2% | i | 0.2 | . | . | -2% | 4.0% | 2% | 3% | -7% | 2%
N/C(=N\OC(=O)CC1CCCCC1)c1cccc(Br)c1 | 5% | i | 0.7 | 0.9 | 64 | 3% | 2.6% | 14% | -1% | -2% | 2%
COC(=O)c1ccc(CN2C(=O)NC(CC(C)C)C2=O)cc1 (centres undefined) | 3% | i | 0.3 | 3.8 | 45 | -5% | -0.1% | -7% | 6% | -4% | -1%
Cc1ccc(NC(=O)Nc2nnc(Cc3ccc([N+](=O)[O-])cc3)s2)cc1C | 6% | i | 0.7 | 8.8 | 43 | -2% | -0.4% | -1% | -18% | 0% | -2%
Cc1cccc(N(C(=O)c2ccc(CN3CCOCC3)o2)C(C(=O)NC2CCCCC2)c2ccc(F)cc2)c1 (centres undefined) | 0% | i | 1.4 | 1.1 | 48 | -4% | 1.5% | 6% | -1% | -5% | -1%
Cc1cc(=O)oc(C)c1C(=O)NCCC1=CCCCC1 | 12% | i | 0.3 | 1.1 | 73 | 2% | -0.2% | 10% | -3% | 4% | -1%
CCN(C(=O)CSc1nncn1-c1ccccc1)C1CCS(=O)(=O)C1 (centres undefined) | 2% | i | 1.0 | -0.1 | 72 | . | . | . | -7% | . | .
O=C(NCc1ccccc1)c1cccnc1Sc1ccccc1 | 3% | i | 0.6 | -1.0 | 101 | -8% | -0.1% | -7% | -9% | 8% | 2%
O=C1NCCCc2nonc21 | 2% | i | 8.9 | -0.9 | 49 | -3% | 2.3% | 5% | -1% | 2% | 1%
CCc1ccc(NC(=O)C(CC)Sc2nc3ccsc3c(=O)n2CCC(=O)O)cc1 (centres undefined) | -13% | i | 0.4 | 0.1 | 61 | -4% | 2.2% | 2% | -11% | -4% | 3%
CCCCOc1ccc(NC(=S)Nc2cc(C)nc(SCCCC)n2)cc1 | -17% | i | 0.6 | 12 | 35 | -2% | 1.3% | 0% | -13% | -9% | 9%
Cc1ccc(N=C2NC(=O)CS2)c(C)c1 | 12% | i | 0.7 | 0.6 | 44 | 5% | 1.2% | 13% | 11% | 0% | -2%
Cc1cc2oc(=O)cc(CN3CCN(S(=O)(=O)c4cccs4)CC3)c2cc1C(C)C | 5% | i | 0.5 | 5.5 | 65 | -5% | 0.0% | 2% | 18% | -4% | -2%
Cc1ccc(C)c(NC(=O)c2cccc(Oc3ccc([N+](=O)[O-])cc3Cl)c2)c1 | 10% | i | 0.3 | -0.6 | 94 | 1% | -0.1% | -5% | -2% | -17% | 6%
O=[N+]([O-])c1cccnc1SCc1c(F)cccc1Cl | 12% | i | 0.3 | 2.4 | 66 | -2% | -0.5% | 3% | 2% | -5% | 3%
CCCc1cc(C(=O)N2CCN(c3ccccc3C)CC2)cs1 | 9% | i | 6.7 | 4.9 | 73 | -1% | 1.1% | 6% | -6% | 13% | 6%
Cc1ccc(NC(=O)Cn2nc(C)c([N+](=O)[O-])c2C)cc1Cl | 10% | i | 0.2 | . | . | -7% | 1.0% | 10% | -7% | -13% | 4%
Cc1cc(NCc2ccccc2)nc(-c2ccccc2O)n1 | 4% | i | 0.5 | 4.7 | 91 | -3% | 1.0% | 3% | 24% | -1% | 2%
CCOC(=O)CCC(=O)N1CCOCCOCCOCC1 | 4% | i | 5.0 | -0.4 | 46 | -2% | 1.3% | 1% | -3% | -2% | -3%
Cc1ccc(CSC2=NCCN2C(=O)c2ccc(S(=O)(=O)N(C)C)cc2)cc1 | 6% | i | 0.5 | 0.7 | 89 | 0% | 2.6% | 8% | -1% | -7% | 1%
C[C@@H](C(=O)Nc1ccc2c(c1)OCCO2)n1nnc2ccccc2c1=O | 4% | i | 4.8 | -1.7 | 70 | -3% | -1.1% | 14% | -7% | -7% | 5%
COc1cccc(NC(=O)c2cc(C(=O)Nc3cccc(OC)c3)n(C)n2)c1 | 9% | i | 0.7 | 2.2 | 39 | 2% | -3.2% | -1% | -4% | 6% | -1%
O=C(CSc1nncs1)Nc1ccc(Cl)cn1 | 8% | i | 0.5 | 5.5 | 28 | 2% | 1.6% | 1% | 8% | 7% | 2%
CCC(=O)C1CCCN(C(=O)c2ccc(OC3CCN(C(=O)CCOC)CC3)cc2)C1 (centres undefined) | 8% | i | 0.4 | 0.3 | 63 | -10% | -1.6% | -16% | -2% | -9% | 2%
Cc1cc[n+](C(C)C(=O)c2ccc(-c3ccccc3)cc2)cc1 (centres undefined) | 6% | i | 0.4 | 0.7 | 50 | -8% | 0.4% | 6% | -4% | -6% | -9%
O=C(O)c1cc(NS(=O)(=O)c2ccc(N3CCOCC3)c([N+](=O)[O-])c2)cc(C(=O)O)c1 | 8% | i | 0.2 | 1.3 | 45 | -1% | 7.1% | 15% | 8% | 8% | 0%
C[C@@]12CCC=C[C@H]1[C@H](c1ccc(F)c(/C=C/c3ccccc3)c1)N(Cc1ccccc1)C2=O | 4% | i | 1.2 | -3.0 | 61 | -2% | 2.0% | 14% | -4% | 7% | 16%
CCCc1ccc(OCc2ccc(C(=O)NN)o2)c(OC)c1 | 5% | + | 1.9* | 0.8 | 87 | -7% | -0.5% | 12% | 1% | 7% | -5%
CC(=O)Nc1cc(C(F)(F)F)ccc1N1CCOCC1 | 2% | i | 6.9 | 2.2 | 77 | 1% | -1.0% | -8% | -1% | 2% | 5%
CCn1c(SCCN2CCCCC2)nnc1-c1ccc(S(=O)(=O)N2CCOCC2)cc1 | 9% | i | 1.4 | -1.9 | 83 | -7% | -2.1% | -21% | 4% | 16% | 6%
Cc1nc2c(C)cccc2c2c1CCS2 | 7% | i | 0.5 | -0.7 | 39 | -3% | -1.2% | -5% | -3% | -2% | 3%
CNC(=O)Nc1ccc2nc(C)sc2c1 | 8% | i | 0.1 | -0.9 | 92 | -6% | 0.5% | -2% | 7% | -7% | -4%
CC(C)n1cc(/C=C2/SC(=O)N(CC(=O)N3CCCC3)C2=O)c2ccccc21 | -4% | i | 1.8 | 2.6 | 80 | -4% | -0.7% | 0% | -3% | 7% | -3%
Nc1ccccc1S(N)(=O)=O | 7% | i | 1.8 | -1.8 | 54 | . | . | . | 2% | . | .
CCCOc1ccc(Cn2c(O)cc(=O)[nH]c2=O)cc1 | 8% | i | 0.8 | -0.5 | 43 | 1% | 38% | 5% | 7% | 3% | 0%
OCCC1CN(Cc2nc3c(s2)CCCC3)CCN1CCc1ccccc1 (centres undefined) | 6% | i | 0.1 | 1.2 | 91 | -12% | -0.4% | 6% | 1% | -1% | -3%
CC(C)NC(=O)c1cc2cc([N+](=O)[O-])ccc2s1 | -1% | i | 0.7 | 0.7 | 64 | -6% | 0.8% | 4% | -7% | 11% | -1%
Cc1ccc(C(=O)O/N=C(\N)c2ccccn2)cc1 | 10% | i | 1.4 | 0.8 | 52 | -12% | -1.3% | -8% | 5% | 5% | 0%
O=C(CCCCCNC(=O)c1ccccc1)C[N+](=O)[O-] | 6% | i | 0.9 | 0.5 | 50 | -4% | 4.8% | 16% | -5% | -7% | 5%
